ERG Ets-DNA blk – qHTS for Small Molecule Inhibitors of the ERG Ets/DNA interaction | Transcriptional regulator ERG (Homo sapiens), P11308 | fluorescence polarization, His-ERG Ets domain / labelled DNA | Potency, µM (titrated, usually from 76.9 µM), for the others: at the highest dose FP activity, negative = inhibition, actives largely listed as inhibitors | 370,000 compounds, 0.028% hits | AID 624246, 2012; active = well fitted inhibition curve with a large enough effect in the polarisation, with a control signal flat; inconclusive = small, poorly fitted or top-dose-only effect, or effect the other way, or a change in a side signal; inactive = no such curve, though single readings can be large or run the other way; the % refers to the polarisation;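 note: polarization taken with two DNA probes labelled with fluorescein and Texas red; % of control where 0% means no effect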
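His-tagged ERG Ets domain (1 uM in the protein solution; 300mM KCl, 50mM Tris-HCl, 1mM EDTA, 1mM DTT, pH 7.5) received compound, then a probe mix of 5 nM fluorescein-DNA and 100nM Texas-615-DNA. Fluorescence polarization was read for both dyes.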
Pin1 inh – qHTS Assay to Find Inhibitors of Pin1; AID 504891, 2011; Potency, µM (top dose mostly 115 µM), for inactives: top-dose activity, negative = inhibition, usual class: inhibitors; Pin1 FP peptide displacement, HiFluor488, 10 min; Peptidyl-prolyl cis-trans isomerase NIMA-interacting 1 (Homo sapiens), Q13526; 390,000 compounds, 0.009% hits; active = well fitted inhibition curve with a large enough effect in the polarisation, with a control signal flat, not every such curve was filed as active; inconclusive = small, poorly fitted or top-dose-only effect, or effect the other way, or a change in a side signal; inactive = no such curve, though single readings can be large or run the other way; the % refers to the polarisation; note: % is set by controls: 0 for no effect and ±100 for the full control effect
ALOX12 inh – Primary qHTS assay for inhibitors of human arachidonate 12S-lipoxygenase (ALOX12): Round 2. Polyunsaturated fatty acid lipoxygenase ALOX12 (Homo sapiens), P18054. purified 12hLO, xylenol orange hydroperoxide absorbance. Potency, µM (highest dose often 108 µM), without a hit: top-dose activity change, negative = inhibition, usual class: inhibitors. 580,000 compounds, 1.1% hits. AID 1671190, 2021; note: % is set by controls: 0 for no effect and ±100 for the full control effect
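Purified human 12hLO at 150 nM in 25 mM Hepes, 0.01% Triton X-100, pH 7.0, preincubated 15 min at room temperature with compound. Reaction started with 40 uM arachidonic acid, 30 min at room temperature. Hydroperoxide measured by Fe-xylenol orange, 573/405 nm absorbance ratio.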
GLS inhibitor – qHTS for Inhibitors of Glutaminase (GLS); GLS enzymatic activity, qHTS titration; Potency, µM (titrated, usually from 45.5 µM), for the others: at the highest dose activity change, negative = inhibition, usual class: inhibitors; 410,000 compounds, 0.21% hits; AID 624170, 2012; note: % is set by controls: 0 for no effect and ±100 for the full control effect
Target sequence (O94925 whole entry, looked up): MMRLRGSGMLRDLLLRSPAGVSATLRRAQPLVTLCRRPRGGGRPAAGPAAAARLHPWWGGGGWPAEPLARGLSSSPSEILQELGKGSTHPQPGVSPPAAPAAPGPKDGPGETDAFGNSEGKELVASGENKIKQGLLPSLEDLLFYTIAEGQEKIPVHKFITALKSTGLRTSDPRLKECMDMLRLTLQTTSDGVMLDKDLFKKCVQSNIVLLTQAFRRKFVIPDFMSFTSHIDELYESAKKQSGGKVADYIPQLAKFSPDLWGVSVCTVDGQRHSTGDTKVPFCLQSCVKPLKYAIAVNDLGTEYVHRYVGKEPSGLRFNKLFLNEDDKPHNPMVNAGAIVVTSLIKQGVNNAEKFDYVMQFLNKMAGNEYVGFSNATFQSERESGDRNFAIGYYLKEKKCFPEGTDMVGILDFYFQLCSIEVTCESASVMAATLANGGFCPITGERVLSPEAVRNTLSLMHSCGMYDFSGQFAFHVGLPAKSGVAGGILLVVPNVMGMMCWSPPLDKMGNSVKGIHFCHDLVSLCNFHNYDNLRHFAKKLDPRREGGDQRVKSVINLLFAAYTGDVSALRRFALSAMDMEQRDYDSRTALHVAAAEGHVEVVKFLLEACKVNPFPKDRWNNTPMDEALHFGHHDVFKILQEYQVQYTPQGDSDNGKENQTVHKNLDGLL
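Coupled fluorescence readout: glutamate oxidase/HRP/Amplex Red detect glutamate formed by hKGA from L-glutamine (1 mM solution added). Buffer 45 mM KH2PO4 pH 8.2, 0.02% Tween-20; reads at t0 and 30 min RT.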
JMJD2A Tudor – qHTS Assay for Inhibitors of JMJD2A-Tudor Domain. Lysine-specific demethylase 4A (Homo sapiens), O75164. AlphaScreen JMJD2A-Tudor / H3K4me3 peptide binding. Potency, µM (titrated, usually from 114 µM), for inactives: top-dose activity change, negative = inhibition, usual class: inhibitors. 390,000 compounds, 4.4% hits; note: % is set by controls: 0 for no effect and ±100 for the full control effect; nearly all actives have a fitted effect of over 50% in size
HP1b chromo inh – HTS for Inhibitors of HP1-beta Chromodomain Interactions with Methylated Histone Tails. Chromobox protein homolog 1 (Homo sapiens), P83916. AlphaScreen HP1-beta / biotin-H3K9me3 peptide binding. Potency, µM (series often up to 114 µM), for the others: at the highest dose activity change, negative = inhibition, usual class: inhibitors. 390,000 compounds, 0.56% hits; note: nearly all actives have a fitted effect of over 70% in size; inactives centre near 23
Target sequence (P83916 whole entry, looked up): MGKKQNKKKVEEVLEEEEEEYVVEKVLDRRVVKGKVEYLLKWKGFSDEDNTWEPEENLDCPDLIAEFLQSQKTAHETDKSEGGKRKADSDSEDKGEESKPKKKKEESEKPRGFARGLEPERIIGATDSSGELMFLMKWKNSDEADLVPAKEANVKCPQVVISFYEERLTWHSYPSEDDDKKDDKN
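HP1-beta protein (50 nM final) preincubated 30 min at room temperature with biotinylated H3(1-18)K9me3 peptide (50 nM) in PBS pH 7.4, 0.01% Tween-20, then compound added for 30 min. AlphaScreen streptavidin donor/nickel chelate acceptor beads (10 ug/mL final), 30 min dark, luminescence read.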
PGK inhibitor – qHTS Assay to Find Inhibitors of Phosphoglycerate Kinase. Phosphoglycerate kinase, glycosomal (Trypanosoma brucei brucei), P07378. PGK/GAPDH coupled, Kinase-Glo luminescence, 60 min. 380,000 compounds, 0.043% hits. AID 602233, 2012. Potency, µM (highest dose often 57.5 µM), inactives show top-dose activity change, negative = inhibition, hits mostly inhibitors; note: % is set by controls: 0 for no effect and ±100 for the full control effect; nearly all actives have a fitted effect of over 60% in size
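Recombinant glycosomal PGK reaction used 1,3-bisphosphoglycerate generated in-well by GAPDH (100nM final) in 100mM TEA pH 7.6, 5mM MgCl2, 0.01% Tween-20. After 60 minutes at room temperature, ATP was read by Kinase-Glo Plus luminescence end-point.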
rTrxR1 inhibitor – qHTS Assay for Inhibitors of Mammalian Selenoprotein Thioredoxin Reductase 1 (TrxR1): qHTS | recombinant rTrxR1, NADPH fluorescence consumption, selenite substrate | Thioredoxin reductase 1, cytoplasmic (Rattus norvegicus), O89049 | 390,000 compounds, 1% hits | Potency, µM (series often up to 114 µM), for the others: at the top dose activity change, negative = inhibition, actives largely listed as inhibitors | AID 588453, 2011; note: % is set by controls: 0 for no effect and ±100 for the full control effect; nearly all actives have a fitted effect of over 65% in size
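Rat TrxR1 (90 nM in the dispensed reagent) was pre-reduced with 400 uM NADPH for 5 min at room temperature, then incubated with compound for 15 min. After 400 uM selenite was added, NADPH fluorescence (Ex 340/Em 450 nm) was followed for 8 min.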
RGS4 inh – Inhibitors of Regulator of G Protein Signaling (RGS) 4: qHTS; 390,000 compounds, 0.039% hits; Regulator of G-protein signaling 4 (Homo sapiens), P49798; Transcreener GDP fluorescence polarization, RGS4-accelerated GTP hydrolysis; Potency, µM (top dose mostly 114 µM), for the others: at the top dose activity change, negative = inhibition, hits mostly inhibitors; note: % is set by controls: 0 for no effect and ±100 for the full control effect; nearly all actives have a fitted effect of over 75% in size; some results filed as inactive show a strong effect at the top dose
Target sequence (P49798 whole entry, looked up): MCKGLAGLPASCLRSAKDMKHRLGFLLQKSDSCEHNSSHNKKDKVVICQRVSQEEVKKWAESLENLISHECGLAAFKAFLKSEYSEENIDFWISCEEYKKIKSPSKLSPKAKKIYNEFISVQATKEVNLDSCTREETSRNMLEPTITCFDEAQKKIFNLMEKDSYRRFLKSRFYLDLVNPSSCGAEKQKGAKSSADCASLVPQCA
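MLSMR compounds (23 nl, pin-transferred) preincubated 10 min at room temperature with a 500nM (2x) first reagent, then RGS4 at 900nM (2x) plus Transcreener GDP mix added; fluorescence polarization (620/688 nm) read before and after 90 min at 30 °C.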
Numbers without * were called inactive; i = inactive; ? = inconclusive; . = not tested or not shown; & = joins results of further samples; [ ] = dose if it differs, or a comment. Unless noted, calls come from the whole dose curve; as a rule, active = well fitted curve in the direction sought with a large enough effect; inconclusive = small, poorly fitted or top-dose-only effect, or another doubt; inactive = no such curve, though single readings can be large; an effect the other way counts as inactive or inconclusive. Potency is the fitted concentration of half-maximal effect. This is a subset; the hit share may differ from the screen's.

SMILES	ERG Ets-DNA blk	Pin1 inh	ALOX12 inh	GLS inhibitor	JMJD2A Tudor	HP1b chromo inh	PGK inhibitor	rTrxR1 inhibitor	RGS4 inh
COc1ccc(/C=N/OC/C(O)=C(\C#N)c2nc3ccccc3[nH]2)cc1OC	-18%	9%	-3%	6%	15%	23%	-9%	9%[57.1 µM]	-4%
COC(=O)c1sccc1NC(=O)CC1C(=O)NCCN1C(=O)c1ccc(F)cc1 (configuration not stated)	9%	6%	?	-1%	-15%	38%	-5%	23%	3%
CC(C)CNc1c(N)c(=O)oc2ccccc12	.	5%	-17%	21%	-26%	32%	.	12%	-4%
OC(CN1CCN(c2ccccc2)CC1)c1c[nH]c2ccccc12 (configuration not stated)	-6%	8%	0%	27%	-34%	-1%	-4%	6%	-7%
CCOC(=O)N1CCC(NS(=O)(=O)c2ccc3c(c2)C(C)(C)C(=O)N3C)CC1	1%	-1%	1%	-4%	-4%	24%	-1%	1%	-8%
O=C(CN1C(=O)C2CC=CCC2C1=O)NCC1COc2ccccc2O1 (configuration not stated)	-8%	-7%	3%	-5%	1%	44%	-1%	-2%	-1%
CC(C)c1ccccc1OS(N)(=O)=O	-1%	-2%	-26%	4%	-24%	79%[activator]	-9%	-8%	-11%
CCCOc1ccc2c(=O)c(N3C(=O)c4ccccc4C3=O)c(C)oc2c1	0%	0%	-12%	-8%	-13%	20%	0%	-3%	-18%
COC(=O)c1c(C)[nH]c(C)c1-c1ccccc1	-2%	-5%	443%[activator]	3%	-24%	-27%	6%	2%[57.1 µM]	2%
CCCCN(C)C(=O)Cn1c(C2CC(=O)N(c3ccc(C)cc3)C2)nc2ccccc21 (configuration not stated)	-6%	5%	-18%	3%	-6%	33%	-4%	-15%	0%
COc1ccc2nccc(C(N)=O)c2c1	6%	6%	0%	-12%	-1%	29%	-8%	-4%	4%
COc1ccc(/C=N/OCc2ccc(Br)cc2)c(OC)c1	2%	2%	13%	-3%	192%[activator]	168%[activator]	.	22%	0%
COc1ccc(C(=O)Nc2cccc(OCc3cc(=O)n4c5c(sc4n3)CCCC5)c2)cc1	0%	5%	-14%	3%	-13%	15%	-4%	7%	8%
Cc1cc[n+](CC(=O)N2CCCc3ccccc32)cc1	4%	-2%	?	13%	3%	50%[activator]	4%	5%[57.1 µM]	-27%
CCOC(=O)c1nnn(-c2nonc2-n2cccc2)c1-c1cccc([N+](=O)[O-])c1	-10%	8%	-5%	6%	?	?	-5%	41%	26%
Cc1cc(C(=O)NCc2ccc(S(N)(=O)=O)cc2)c(C)o1	-2%	0%	-13%	-3%	-17%	-7%	-5%	?	4%
COc1cc(Cn2c(=O)sc3ccccc32)ccc1OCCC(C)C	0%	-1%	3%	-4%	46%[activator]	83%[activator]	-1%	31%	1%
O=C(Cc1ccccc1)Nc1cc2c(cc1Cl)OCCCO2	-10%	-3%	0%	-13%	-9%	42%[activator]	-3%	10%	-10%
CC(C)Oc1ccccc1OCCN(C)C	-2%	-3%	?	-6%	32µM*	?	-2%	18%	-20%
COc1ccc(CC(=O)Nc2nc(-c3cccnc3)cs2)cc1	-2%	9%	2%	1%	-15%	9%	i	-6%	0%
CCOC(=O)c1c(CSc2ccc(C)cc2)oc2ccc(O)cc12	0%	7%	?	14%	-16%	15%	2%	10%	-1%
O=S(=O)(c1ccc(Br)s1)N1CCN(c2ccnc3cc(Cl)ccc23)CC1	12%	10%	-29%	0%	-12%	13%	-9%	23%[57.1 µM]	-16%
CC1=C(C(N)=O)C(c2cccnc2)n2nc(-c3cccc(Cl)c3)nc2N1 (configuration not stated)	-14%	-4%	0%	4%	6%[57.1 µM]	39%	-9%	17%[57.1 µM]	4%[11.4 µM]
COc1ccc(-c2cn3c(n2)sc2cc(C(=O)Nc4cccc(SC)c4)ccc23)cc1	1%	7%	?	4%	?	1%	i	15%	11%
O=C(COC(=O)c1cccc2c1C(=O)c1ccccc1C2=O)NC1CCCCC1	-2%	-3%	-8%	5%	40µM*	?	7%	-3%[57.1 µM]	10%
Cc1cccn2c(=O)c3cc(C#N)c(=N)n(CCCN4CCOCC4)c3nc12	18%	0%	0%	-13%	-10%	14%	-1%	-15%	-30%
O=C(Nc1ccc(S(=O)(=O)N2CCCCC2)cc1)C1CCCCC1	-3%	-4%	3%	8%	-6%	-1%	-6%	7%	14%
CN(CC(=O)NCC(=O)Nc1ccc(F)cc1)C1CCS(=O)(=O)C1 (configuration not stated)	-4%	0%	84%[activator]	0%	3%	38%[activator]	-3%	19%	-1%
COc1ccccc1OCc1ccc(C(=O)NCc2cccnc2)o1	-14%	0%	0%	20%	-8%	41%[activator]	6%	-11%	-8%
C=CCNC(=S)NNC(=O)c1ccccc1	-13%	0%	0%	21%	-8%[57.1 µM]	45%[activator]	i	-1%	14%[56.9 µM]
CC(=O)Nc1nc(NC(=O)/C=C/c2ccccc2)n(-c2ccccc2)n1	1%	-1%	7%	6%	-12%	35%	3%	0%	15%
O=C1N=c2ccc(Br)cc2=C1c1sc(=S)n(NS(=O)(=O)c2ccccc2)c1O	-6%	-19%	35µM*	-28%	50µM*	?	-8%	?	-30%
CCOC(=O)c1cc(-c2ccccc2)n(-c2cccc(C(=O)Nc3ccc(OC)cc3)c2)c1C	-2%	7%	-29%	0%	?	12%	8%	7%[57.1 µM]	7%
Cn1c(=O)c2c(nc(NCC3CCCC(CN)C3)n2Cc2ccc(Cl)cc2Cl)n(C)c1=O (configuration not stated)	5%	24%	-10%	-3%	-32%	46%[activator]	-3%	14%	-23%
O=c1c2ccccc2nc2n1CCN2Cc1ccc(Cl)cc1	.	4%	-12%	1%	-9%	29%	-4%	-9%[2.29 µM]	9%
CCCCN(C)C(=O)c1cn(-c2cccc(OC)c2)c(=O)c2ccccc12	8%	3%	21%	-4%	0%	35%	i	2%	1%
CC(C)(C)NC(=O)C(c1ccncc1)N(C(=O)Cn1nnc(-c2ccc(F)cc2)n1)c1ccc(F)cc1 (configuration not stated)	-8%	-2%	-3%	6%	-11%	19%	-25%	-10%	15%
CNC(=O)CSc1nc(SC)ns1	-1%	2%	-3%	18%	10%	21%	9%	17%[57.1 µM]	-9%
COc1ccc(N2CC(C(=O)NCCS(=O)(=O)N3CCN(c4ccccc4)CC3)CC2=O)cc1 (configuration not stated)	-15%&-8%	-2%&-2%	14%&-15%	-14%&-7%	-4%&-4%	47%[activator]	-10%&3%	22%	-19%&-1%
CC(C)c1ccc(NC(=O)c2ccc(NC(=O)CCS(=O)(=O)c3cccs3)cc2)cc1	4%	17%	-20%	-4%	-14%	16%	-7%	16%	-22%
CCC12CN3CCN(CC(C3)/C1=N\NC(=O)c1ccc(C(C)(C)C)cc1)C2	19%	-14%	-4%	14%	-7%	33%	4%	3%	-25%
Cc1cc(NC(=O)CCNS(=O)(=O)c2cc(Br)cnc2N)ccc1Br	.	-4%	?	-4%	-10%	18%	.	7%	3%
CC(C)CNC(=O)c1ccccc1NC(=O)Nc1ccccc1	1%	2%	4%	7%	-16%	14%	2%	8%[57.1 µM]	1%
CC1CN(C(=O)CCC(=O)NCCCN2C(C)CCCC2C)c2ccccc2O1 (configuration not stated)	-6%	-3%	14%	6%	-16%	25%	-7%	23%[57.1 µM]	23%
COc1ccc(S(=O)(=O)N(C)CC(=O)NCCC2=CCCCC2)cc1	-1%	-1%	?	-4%	-5%	43%	-6%	4%[57.1 µM]	13%
COc1ccc(C2/C=C\CN(C(=O)C3CCCC3)C(C)C(=O)N2Cc2ccc(F)cc2)cc1 (configuration not stated)	.	3%	.	.	-19%	37%	.	-7%	-14%
CC(C)C(=O)NC(=S)Nc1ccccc1C(=O)Nc1ccccc1	.	1%	4%[57.4 µM]	17%	-25%	13%	i	-2%	-26%
CC(C)OC(=O)/C(=C\c1cccc2ccccc12)NC(=O)c1ccccc1	5%	5%	-5%	-5%	-3%	48%[activator]	4%	11%[57.1 µM]	-5%
O=C(NCCS(=O)(=O)N1CCCC1)c1ccccc1	0%	-1%	-12%	5%	-8%	8%	3%	4%[57.1 µM]	-2%
COC(=O)C(CC(C)C)NC(=O)/C=C/c1ccccc1Cl (configuration not stated)	1%	3%	6%	3%	-5%[57.1 µM]	51%[activator]	-3%	-7%	6%

Source: PubChem BioAssay (National Center for Advancing Translational Sciences (NCATS))
